Vif imaging: inhibitors of HIV Vif. HEK293T cells, Vif self-association by quenched fluorescence, imaging, 24 h. inhibition, % at 7.49 µM. 340,000 compounds, 0.35% hits; in the data active means inhibition above about 50%, passing the limit was not always enough; further: some results filed as inactive read as strong as hits
EBV LMP1 NFkB: Epstein-Barr LMP1 NF-kappaB reporter inhibition; 350,000 compounds, 0.69% hits; inhibition, % at 12.5 µM; LMP1-induced NF-kappaB luciferase reporter cells, luminescence; in the data active means inhibition above about 41%;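 further: 0% = neutral control wells and 100% = reference inhibitor control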
TROY signal inh: TROY signaling inhibition; AID 1347056; 360,000 compounds, 0.98% hits; Q293 LMP1-TROYcd NF-kB luciferase reporter, 4 h; inhibition, % at 10 µM;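 active means compounds whose plate-normalised and pattern-corrected inhibition of the luciferase reporter signal at the single screening dose is 50% or more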
LRH-1 inv ag: inverse agonists of human LRH-1 (NR5A2); HEK293T StAR-luciferase reporter, LRH-1 transfected, 24 h; 360,000 compounds, 0.13% hits; O00482; inhibition, % at 3.6 µM; AID 602396;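 active means inhibition above the mean inhibition of all tested compounds plus 3 SD, cut at about 73% in these data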;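 further: 0% = DMSO wells and 100% = reporter-only cells lacking LRH-1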
TRAIL sens C8: caspase-8 TRAIL sensitization | NB7+C8 cells + TRAIL, ATPlite viability luminescence | inhibition (viability loss, TRAIL sensitization), % at 10 µM | 360,000 compounds, 1% hits | AID 624354;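 active means compounds causing at least 50% loss of cell viability in the single-dose screen, relative to plate controls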
NOD2-RIPK2 inh: inhibitors of human NOD2-RIPK2 interaction. inhibition, % at 4.98 µM. CHO BLA complementation NOD2-RIPK2, CCF4 ratio. AID 624267. O43353. 360,000 compounds, 0.38% hits; in the data active means inhibition above about 21%;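 further: 0% = vehicle only and 100% = reference blocker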
NCOA3 inh: human NCOA3 inhibition; Q9Y6Q9; HEK293 GAL4-SRC3 luciferase reporter, luminescence; inhibition, % at 3.6 µM; 360,000 compounds, 0.17% hits;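 active means inhibition above a per-campaign cutoff, the mean of all compounds plus 3 SD, cut at about 60% in these data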;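 further: 0% = DMSO-treated cells and 100% = gossypol-treated cells at 36 µM; higher means less SRC3-driven luciferase light from the GAL4 reporter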
SRC1 inh: human NCOA1 inhibition. HEK293 GAL4-SRC1 luciferase reporter, luminescence. inhibition, % at 3.6 µM. 360,000 compounds, 0.12% hits;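 active means inhibition above the campaign mean plus 3 SD, with each screening campaign given its own cutoff, cut at about 60% in these data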;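 further: 0% = DMSO treated cells and 100% = gossypol at 36 µM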
Target sequence (Q15788 whole entry, looked up, the tested form may be a part): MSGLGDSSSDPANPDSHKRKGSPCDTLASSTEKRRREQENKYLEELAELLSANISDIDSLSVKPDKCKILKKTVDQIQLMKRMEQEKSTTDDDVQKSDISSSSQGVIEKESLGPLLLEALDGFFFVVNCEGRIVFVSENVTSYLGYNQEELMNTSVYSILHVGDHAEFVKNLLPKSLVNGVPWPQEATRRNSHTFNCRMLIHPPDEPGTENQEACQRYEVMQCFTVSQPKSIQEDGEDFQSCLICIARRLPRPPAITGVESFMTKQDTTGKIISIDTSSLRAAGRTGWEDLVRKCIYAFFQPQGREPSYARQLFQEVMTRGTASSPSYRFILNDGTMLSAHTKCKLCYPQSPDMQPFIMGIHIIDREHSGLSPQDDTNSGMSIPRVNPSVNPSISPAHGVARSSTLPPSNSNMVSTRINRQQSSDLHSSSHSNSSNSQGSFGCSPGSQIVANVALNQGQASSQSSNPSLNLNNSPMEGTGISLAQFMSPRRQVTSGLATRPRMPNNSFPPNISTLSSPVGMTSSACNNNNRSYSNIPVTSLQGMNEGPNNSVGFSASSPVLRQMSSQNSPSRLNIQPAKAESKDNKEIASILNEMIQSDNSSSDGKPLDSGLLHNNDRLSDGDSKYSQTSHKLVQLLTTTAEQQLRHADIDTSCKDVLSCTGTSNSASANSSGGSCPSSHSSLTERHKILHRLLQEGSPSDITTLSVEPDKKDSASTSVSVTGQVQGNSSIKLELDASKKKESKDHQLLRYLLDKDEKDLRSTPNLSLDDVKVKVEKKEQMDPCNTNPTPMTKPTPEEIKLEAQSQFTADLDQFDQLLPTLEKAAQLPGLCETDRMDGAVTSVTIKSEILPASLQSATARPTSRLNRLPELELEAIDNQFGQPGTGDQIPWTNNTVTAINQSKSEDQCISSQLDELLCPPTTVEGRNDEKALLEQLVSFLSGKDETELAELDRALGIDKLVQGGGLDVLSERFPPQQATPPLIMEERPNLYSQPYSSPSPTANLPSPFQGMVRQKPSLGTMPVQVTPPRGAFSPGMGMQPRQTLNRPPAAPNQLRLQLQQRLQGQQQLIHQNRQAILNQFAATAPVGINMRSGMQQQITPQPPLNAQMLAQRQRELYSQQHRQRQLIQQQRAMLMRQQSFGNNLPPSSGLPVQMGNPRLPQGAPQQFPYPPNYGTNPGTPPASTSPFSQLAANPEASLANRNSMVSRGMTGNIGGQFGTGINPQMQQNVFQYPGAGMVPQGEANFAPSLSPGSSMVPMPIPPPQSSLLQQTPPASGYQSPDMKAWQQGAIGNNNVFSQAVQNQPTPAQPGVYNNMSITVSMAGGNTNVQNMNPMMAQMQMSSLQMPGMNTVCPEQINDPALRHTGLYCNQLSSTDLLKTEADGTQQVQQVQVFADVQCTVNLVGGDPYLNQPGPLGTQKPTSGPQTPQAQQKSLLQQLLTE
SRC2 inh: inhibits human steroid receptor coactivator 2; HEK293 GAL4-SRC2 luciferase reporter, luminescence; 370,000 compounds, 0.17% hits; inhibition, % at 9 µM; AID 651957;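 active means inhibition above the mean inhibition of all tested compounds plus 3 SD, set per campaign, cut at about 52% in these data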;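 further: 0% = DMSO treated cells and 100% = cells given Gossypol at 36 µM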
TLR9-MyD88 block: inhibitors of human TLR9-MyD88 binding. Q9NR96+Q99836. CHO BLA complementation TLR9-MyD88, CCF4 FRET ratio. 340,000 compounds, 0.21% hits. inhibition, % at 4.98 µM;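 active means inhibition above the mean over all tested compounds plus 3 SD, cut at about 21% in these data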;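 further: 0% = DMSO only wells and 100% = clavulanate BLA inhibitor control wells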
NR2F2 inh: NR2F2 (human) inhibition, primary screen | HEK293T NGFI-A luciferase reporter, luminescence | inhibition, % at 8.6 µM | 370,000 compounds, 0.7% hits | AID 686940;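 active means inhibition above a per-plate cutoff, mean inhibition of test wells between control levels plus 3 SD, cut at about 38% in these data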;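 further: cells cotransfected with COUP-TFII expression vector driving the NGFI-A reporter; 0% = median of COUP-TF2 test wells and 100% = reporter-only cells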
Starred values were filed as active, the others as inactive; nt = no result given. Some of the compounds tested; the hit share may differ from the screen's.

SMILES	Vif imaging	EBV LMP1 NFkB	TROY signal inh	LRH-1 inv ag	TRAIL sens C8	NOD2-RIPK2 inh	NCOA3 inh	SRC1 inh	SRC2 inh	TLR9-MyD88 block	NR2F2 inh
COC(=O)c1ccccc1NC(=O)CSc1nc(N)cc(N)n1	-11	-2	-3	10	-3	-2	15	-13	8	-1	14
O=C(OC(C(=O)NCc1cccs1)c1ccccc1F)c1ccco1 (stereo unspecified)	-3	7	10	5	-11	11	8	-11	-9	2	12
CCCCNC(=O)CCC(=O)Nc1ccc2nc(N3CCC(C)CC3)cc(C)c2c1	8	-20	3	-34	-7	-3	-12	-9	-6	6	-9
Fc1ccc(-n2c(Cc3cccs3)n[nH]c2=S)cc1Cl	4	-1	-17	-4	-4	-20	15	-5	-30	-7	3
CN1C(=O)CC(C(=O)O)SC1=Nc1ccc(F)cc1 (stereo unspecified)	-4	1	-2	14	0	-19	6	6	5	4	-9
CCOC(=O)/C=C/[C@H]1CCc2cccc(Cl)c2O1	2	-1	-27	15	12	-1	0	1	-42	-7	1
CC1CCCC(C)N1C(=O)COC(=O)c1cccs1 (stereo unspecified)	7	-11	-23	0	10	8	-4	-11	-28	8	1
CC1C(=O)N(Cc2cn(CC3CCCCC3)nn2)CCS(=O)(=O)N1Cc1ccc(-c2cccc(CO)c2)cc1 (stereo unspecified)	-7	-3	0	-14	-1	4	-11	0	9	-5	26
COc1ccc(C(=O)Nc2ccc3cn[nH]c3c2)c(OC)c1	-7	-1	-12	0	-5	-4	5	2	4	-4	-10
CC(=O)c1ccc(NC(=O)/C(=C\c2ccco2)NC(=O)c2ccco2)cc1	-7	-4	19	9	4	-4	-1	4	-27	-12	-17
CS(=O)(=O)c1ccc(C(=O)OCC(=O)c2ccc(Cl)s2)cc1	-3	8	14	-2	-15	-9	18	-13	16	0	6
Cn1cc(C(=O)C(F)(F)F)c2ccccc21	nt	-13	-15	19	-14	-15	26	-55	-1	-7	13
O=C(Nc1ccc(Cl)cn1)Nc1cccs1	0	-3	-13	-50	-2	-3	-18	-33	-30	-3	2
CCOC(=O)C1(C)CCCN(C(=O)c2ccc(F)cc2Cl)C1 (stereo unspecified)	2	nt	-13	-5	-15	-14	-2	-15	5	nt	-14
COc1cccc(C#Cc2ccc3c(c2)O[C@@H](CN(C)C(=O)c2ccccn2)[C@@H](C)CN([C@H](C)CO)S3(=O)=O)c1	nt	8	1	-2	5	7	-30	-1	-22	-2	4
CC(=O)NC(NC(C)=O)c1ccc(Br)cc1	5	-7	-11	2	0	4	15	16	nt	10	nt
O=[N+]([O-])c1ccc(C=NNC(=S)Nc2ccc(F)cc2)cc1	-3	-10	-16	17	-3	-6	2	-5	-33	-16	3
COc1ccccc1CNC(=O)c1ccc2c(c1)OCO2	-2	-8	-42	-10	-8	-4	-20	-2	-15	9	-2
CC(=O)Nc1ccc(S(=O)(=O)NCc2cc(=O)n(C)c(=O)n2C)cc1	2	-2	8	19	-7	-8	6	-5	24	-6	-13
S=c1[nH]nc(COc2ccccc2)n1-c1ccc(Cl)cc1	4	1	8	-4	-5	-8	11	1	-15	-10	2
O=C(c1cc(COc2ccc(F)cc2Cl)on1)N(Cc1ccncc1)CC1CCCO1 (stereo unspecified)	6	0	-9	-9	8	-1	10	24	3	-2	14
COc1ccc(N(C(=O)Cn2nnc(-c3ccc(C)o3)n2)C(C(=O)NC2CCCC2)c2ccncc2)cc1 (stereo unspecified)	1	-4	0	-16	-1	1	7	-15	13	-1	2
c1nnc(NCNc2nncs2)s1	-4	1	-8	21	-26	2	-9	-3	-41	-1	6
O=C(CSc1ccc(-c2ccc(F)cc2)nn1)N1CCN(c2ccccc2)CC1	-7	-4	-8	20	-3	-3	12	-28	1	8	-8
CCN1C(=O)C(CC(=O)Nc2ccc(Cl)cc2)N(NC(=O)c2ccncc2)C1=S (stereo unspecified)	nt	nt	-2	22	5	-4	5	10	2	nt	23
CCCCSc1ccc2nc(-c3ccc(C#N)cc3)cn2c1	13	-33	32	-82	12	7	-90	-63	-57	8	-9
COc1ccc(CNC(=O)CCn2c(C)csc2=O)cc1	nt	3	-18	6	-8	1	11	5	-32	-2	-14
C=CCOc1ccc(/C=C/C(=O)OCc2csc(CC(=O)Nc3ccccc3C)n2)cc1	-4	5	-25	5	8	-13	11	-7	-9	-6	-9
O=C(NC1CC2CCCC(C1)N2C(=O)Nc1ccc(F)cc1)c1ccccc1 (stereo unspecified)	15	-2	-3	9	-24	1	12	5	2	10	-22
Cc1nonc1NC(=O)CSc1nc2ccccc2cc1C#N	-1	5	-19	-18	6	-9	-22	-1	-33	-4	-2
CCOC(=O)C(=Cc1ccc(N(C)C)cc1)C(=O)c1ccccc1	-3	nt	11	10	-10	18	16	-7	32	nt	22
Cc1cc(=O)[nH]c(SCC(=O)Nc2cccc3ccccc23)c1C#N	-6	-1	52*	16	6	-12	7	-2	nt	2	nt
CCCCn1c(N)c(N(CC(C)C)C(=O)C2CC(=O)N(Cc3ccccc3)C2)c(=O)[nH]c1=O (stereo unspecified)	4	5	-1	1	0	-5	-1	-2	-41	6	-21
CCOc1ccc(NS(=O)(=O)c2ccc3[nH]c(=O)cc(C(=O)O)c3c2)cc1	2	-2	15	20	-6	1	9	-34	1	6	11
C=CCN1C(=O)C(CC(=O)O)SC1=Nc1ccc(N=Nc2ccccc2)cc1 (stereo unspecified)	-1	-10	13	5	-1	-24	6	8	6	2	5
C=C(C)c1cccc(C(C)(C)NC(=O)Nc2ccc(OC)nc2)c1	12	6	-11	10	-10	-6	2	-5	-16	-3	-10
CC(=O)c1c(C)oc2c1C(=O)c1ccccc1C2=O	-15	4	28	13	39	2	23	6	-9	5	13
OCCCNc1ncnc2c1ncn2[C@H]1CN(Cc2ccc3c(c2)OCO3)C[C@@H](CO)O1	5	nt	10	19	-9	-5	12	-3	11	nt	-9
CSCC[C@H](NC(=O)COc1ccc(Cl)cc1Cl)c1nc2ccccc2[nH]1	-8	10	-7	2	-3	3	5	9	-2	-11	-7
O=C(CSc1nc2ccccc2c(=O)n1-c1ccccc1)N1CCCC1	2	-4	-10	32	0	-4	21	-7	2	11	-3
Cc1cccc(C)c1OCC(=O)NNC(=S)NC(=O)C1CC1	2	7	1	-27	0	1	-1	9	9	6	18
O=[N+]([O-])c1ccc(OC(F)F)c(/C=N/n2cnnc2)c1	-4	5	15	-2	39	-5	15	2	0	-6	2
O=C(Nc1ccccc1O)c1ccc(NC(=O)C2CC2)cc1	-2	31	-37	-86	14	-4	-109	-131	-118	-3	16
CCCCCCCCN1C(=O)[C@H](CC(=O)NCCCOCCCC)C[C@@]2(C(=O)OCC)CCCC=C12	nt	nt	-6	9	7	-7	nt	nt	-22	nt	-16
CC(NC(=O)COc1ccc(/C=N/NS(=O)(=O)c2ccccc2)cc1)c1ccccc1 (stereo unspecified)	6	-7	1	2	11	-2	12	-11	2	-3	6
CN(C)C(CNc1ncnc2sc3c(c12)CCCCC3)c1ccco1 (stereo unspecified)	-9	1	7	0	16	-1	6	-4	-10	-11	5
CN1CCN(C(=O)/C(=C/c2ccccc2Cl)NC(=O)c2ccccc2)CC1	2	-1	-3	-11	0	-10	-54	18	-8	-2	20
CCOC(=O)N1CCN(C(=S)NC2CCCCC2)CC1	1	7	12	-12	-1	3	12	-9	5	3	-1
CCOc1ncccc1C(=O)Nc1ccc(S(=O)(=O)Nc2nccs2)cc1	-15	0	17	6	3	4	20	-4	-5	9	-26
Cc1ccc(CSc2ncnc3c2cnn3-c2ccccc2)cc1	9	-4	-23	-5	1	-2	5	-3	23	9	3
CCn1nc(C(=O)Nc2nc3ccc(C)cc3s2)c2ccccc2c1=O	0	9	-22	-5	7	-7	2	-28	1	-5	18
COc1ccc(-c2csc3nc(C)n(-n4cccc4)c(=O)c23)cc1	1	0	-2	-7	5	5	3	-7	1	-3	1
COc1cccc(C2CC(c3ccc(F)cc3)Nc3nc(N)nn32)c1 (stereo unspecified)	12	0	-26	-15	-10	0	3	-1	-21	-6	8
O=C(O)c1ccc(N2C(=O)c3cccc4cccc(c34)C2=O)cc1	-9	1	-15	11	-10	6	-12	-14	-11	-2	-16
Cc1ccc(SCCNC(=O)c2ccc(C)c(S(=O)(=O)Nc3ccccc3C)c2)cc1	-2	0	24	-1	-12	0	0	8	-14	-2	2
Cn1c(C(=O)N2CCCC(C(=O)NCCc3ccccc3)C2)cc2sccc21 (stereo unspecified)	1	3	-20	-9	-7	-3	-7	-6	-31	-2	11
COc1ccc(N(CC(=O)Nc2cccc(C)c2)S(=O)(=O)c2c(C)noc2C)cc1	-4	-1	-22	-12	-6	-6	4	3	-16	-7	-3
O=C(NCCCN1CCCC(O)C1)c1cc(COc2ccc(F)cc2F)on1 (stereo unspecified)	-3	3	-29	7	-5	-9	22	-18	17	-6	9
Cc1ccc(NC(=O)CSc2nnc(NC(=O)c3ccc(S(=O)(=O)N4CCOCC4)cc3)s2)cc1	-1	-11	-65	4	28	4	1	4	-24	0	-9
Fc1ccc(/C=N/NC(=S)Nc2cccnc2)cc1F	-8	-1	-16	-24	-5	1	-7	-24	-45	-10	-40
(cont.)
SMILES	Vif imaging	EBV LMP1 NFkB	TROY signal inh	LRH-1 inv ag	TRAIL sens C8	NOD2-RIPK2 inh	NCOA3 inh	SRC1 inh	SRC2 inh	TLR9-MyD88 block	NR2F2 inh
COc1cc(OC)cc(C(=O)NCC(=O)Nc2ccc(C)c(Cl)c2)c1	-5	6	-3	-5	9	-9	-2	7	-14	-11	-7
Cn1nc(-c2ccccc2)c2cc(C(=O)O)sc21	-13	11	2	-2	0	1	-3	-34	8	-6	-27
OC(c1ccccc1)c1ccncc1 (stereo unspecified)	8	6	-4	-11	1	-1	-11	-4	18	-13	11
COc1ccc(CCNS(=O)(=O)c2ccc(-n3cnnn3)c(OC)c2)cc1OC	15	5	11	8	-4	2	5	12	0	-4	5
COc1ccc(OC)c(Nc2nc(N)nc(CCl)n2)c1	1	6	0	-2	92*	-8	37	0	31	2	-1
CC(C)CNC(=O)CO/N=C/c1ccccc1Cl	-3	2	-15	-9	-2	-5	-1	-30	-11	-2	-22
CNC[C@@H]1Oc2c(NS(C)(=O)=O)cccc2C(=O)N([C@@H](C)CO)C[C@H]1C	-5	2	-8	5	-10	-8	-5	2	-18	0	-9
Cc1ccc(NC(=O)CCNC(=O)c2ccc(Br)cc2)cc1S(=O)(=O)N1CCCCCC1	-10	1	42	-21	-3	0	21	1	12	10	21
